# D2 antag – HTS Assay for Allosteric Antagonists of the Human D2 Dopamine Receptor: Primary Screen for Antagonists. D(2) dopamine receptor (Homo sapiens), P14416. HEK293 TREx D2 cells, calcium flux, dopamine EC80. inhibition, % at 10 µM. actives 2% (n = 340,000); in the data active means inhibition above about 30%; further: 0% is about no effect
#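 Tetracycline-induced HEK293 T-REx cells expressing D2 force-coupled to calcium signalling were dye-loaded, exposed to compound for 180 s, then challenged with an EC80 of dopamine; calcium flux was followed kinetically for a further 180 s.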
# ERG-DNA inh – qHTS for Small Molecule Inhibitors of the ERG Ets/DNA interaction; Potency, µM (highest dose often 76.9 µM), for inactives: top-dose FP activity, negative = inhibition, actives largely listed as inhibitors; actives 0.028% (n = 370,000); fluorescence polarization, His-ERG Ets domain / labelled DNA; active means well fitted inhibition curve with a large enough effect in the polarisation, with a control signal flat; inconclusive means small, poorly fitted or top-dose-only effect, or effect the other way, or a change in a side signal; inactive means no such curve, though single readings can be large or run the other way; the % refers to the polarisation;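 further: polarization taken with two DNA probes labelled with fluorescein and Texas red; potency means the concentration at half of the fitted maximal effect; % of control where 0% means no effect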
# Target sequence (P11308 whole entry, looked up, the tested form may be a part): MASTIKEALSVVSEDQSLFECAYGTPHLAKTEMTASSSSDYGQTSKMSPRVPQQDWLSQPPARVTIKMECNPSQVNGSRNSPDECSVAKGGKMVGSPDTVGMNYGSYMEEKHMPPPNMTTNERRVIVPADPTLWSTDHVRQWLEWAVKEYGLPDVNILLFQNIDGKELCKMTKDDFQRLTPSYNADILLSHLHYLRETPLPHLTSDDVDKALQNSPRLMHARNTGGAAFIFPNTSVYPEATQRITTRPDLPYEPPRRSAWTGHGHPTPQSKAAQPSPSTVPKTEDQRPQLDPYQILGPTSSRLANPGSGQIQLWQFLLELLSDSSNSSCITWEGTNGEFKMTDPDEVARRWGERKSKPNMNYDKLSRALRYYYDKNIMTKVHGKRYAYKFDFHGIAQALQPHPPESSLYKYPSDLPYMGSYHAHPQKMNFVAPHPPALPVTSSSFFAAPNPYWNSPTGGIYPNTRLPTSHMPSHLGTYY
#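 His-tagged ERG Ets domain (1 uM in the protein solution; 300mM KCl, 50mM Tris-HCl, 1mM EDTA, 1mM DTT, pH 7.5) received compound, then a probe mix of 5 nM fluorescein-DNA and 100nM Texas-615-DNA. Fluorescence polarization was read for both dyes.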
# GRP78 ERSR act – qHTS for Inducers of the Endoplasmic Reticulum Stress Response (ERSR) in Human Glioma: qHTS | U87-MG GRP78 promoter luciferase reporter, 16 h | Potency, µM, without a hit: top-dose activation, usual class: activators | actives 0.02% (n = 420,000) | AID 602332, 2012; further: potency means the concentration at half of the fitted maximal effect; series mostly up to about 76 µM; % of control where 0% means no effect; nearly all actives have a fitted effect of over 35% in size
#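 ERSR induction read as luciferase luminescence (Bright-Glo, 10 min at room temperature) in stably transfected human U87-MG glioma cells exposed to compounds for 16 h, using GRP78 as sensor.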
# D2 ag – HTS Assay for Allosteric Agonists of the Human D2 Dopamine Receptor: Primary Screen for Agonists; D(2) dopamine receptor (Homo sapiens), P14416; HEK293 T-REx D2 cells, calcium flux agonist mode; activation, % at 2 µM; actives 0.53% (n = 340,000);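 active means activation over 3 SD above normal in the single-dose calcium agonist read, cut at about 30% in these data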; further: 0% is about no effect
#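 Calcium-flux readout, 1 cycle/sec over 180 s following compound pin transfer, in inducible HEK293 Trex D2 cells (force-coupled); dopamine controls included. Positive calcium responses during this window marked compounds as potential agonists.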
# LDHA block – qHTS assay for inhibitors of human lactate dehydrogenase. actives 0.15% (n = 480,000). AID 1347041, 2019. purified LDHA, NADH/diaphorase-resazurin fluorescence; stronger effect = lower value. activity change, % (values are at about 110 or 230 µM); in the data active means activity change below about -30%; inconclusive means mostly about -25% to -30%;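 further: plate controls were DMSO wells for no effect and wells without enzyme for full effect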
#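 LDH5 2 nM; NADH 0.06 mM, pyruvate 0.2 mM; 200 mM Tris pH 7.4, EDTA, Tween-20; 5 min RT. Detection: diaphorase 0.133 mg/mL + resazurin 37 µM, fluorescence ex540/em590 at 0 and 20 min; normalized to enzyme-free and DMSO wells.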
# ALOX12 inh – Primary qHTS assay for inhibitors of human arachidonate 12S-lipoxygenase (ALOX12): Round 2 | purified 12hLO, xylenol orange hydroperoxide absorbance | actives 1.1% (n = 580,000) | Polyunsaturated fatty acid lipoxygenase ALOX12 (Homo sapiens), P18054 | Potency, µM (titrated, usually from 108 µM), without a hit: at the top dose activity change, negative = inhibition, most hits filed as inhibitors; further: potency means the concentration at half of the fitted maximal effect; on the % scale 0 is the no-effect control and ±100 the full control effect
#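 Purified human 12hLO at 150 nM in 25 mM Hepes, 0.01% Triton X-100, pH 7.0, preincubated 15 min at room temperature with compound. Reaction started with 40 uM arachidonic acid, 30 min at room temperature. Hydroperoxide measured by Fe-xylenol orange, 573/405 nm absorbance ratio.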
# Vif-APOBEC3G blk – qHTS for Inhibitors of Vif-A3G Interactions: qHTS. DNA dC->dU-editing enzyme APOBEC-3G (Homo sapiens), Q9HC16. HeLa A3G-eYFP + Vif (tagged APOBEC3G with the HIV-1 protein that degrades it), YFP fluorescence, overnight. Potency, µM (highest dose often 46.1 µM), for the others: top-dose activity, negative = active, hits mostly inhibitors. actives 0.076% (n = 410,000). AID 602310, 2012;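 further: potency means the concentration at half of the fitted maximal effect; on the % scale 0 is the no-effect control and ±100 the full control effect; nearly all actives have a fitted effect of over 60% in size; hits raise eYFP signal because A3G escapes Vif-driven loss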
# Target sequence (Q9HC16 whole entry, looked up): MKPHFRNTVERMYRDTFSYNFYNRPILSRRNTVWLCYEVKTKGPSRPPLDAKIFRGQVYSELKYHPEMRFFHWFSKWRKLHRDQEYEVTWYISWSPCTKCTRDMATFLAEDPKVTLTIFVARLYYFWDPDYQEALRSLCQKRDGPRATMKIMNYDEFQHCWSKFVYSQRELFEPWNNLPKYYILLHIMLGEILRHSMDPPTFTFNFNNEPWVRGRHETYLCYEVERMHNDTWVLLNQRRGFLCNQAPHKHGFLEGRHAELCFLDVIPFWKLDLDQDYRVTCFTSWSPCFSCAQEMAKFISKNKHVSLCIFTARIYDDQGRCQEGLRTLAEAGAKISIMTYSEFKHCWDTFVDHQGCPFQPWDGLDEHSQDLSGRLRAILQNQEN
#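 HeLa cells stably expressing Vif and C-terminally eYFP-tagged A3G, seeded overnight at 37 deg C, then exposed to compound by pintool overnight at 37 deg C. Rise in yellow fluorescence (Ex 488/Em 500-530, Acumen) marks blocked Vif-driven A3G degradation.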
# Vif-APOBEC3F blk – qHTS for Inhibitors of Vif-A3F Interactions: qHTS. actives 0.2% (n = 390,000). AID 602313, 2012. Potency, µM (doses to about 46.1 µM), for inactives: at the top dose activity, negative = active. HeLa A3F-eYFP + Vif (tagged APOBEC3F with the HIV-1 protein that degrades it), YFP fluorescence increase; further: potency means the concentration at half of the fitted maximal effect; % of control where 0% means no effect; nearly all actives have a fitted effect of over 65% in size
#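 Fluorescence increase (Ex 488/Em 500-530) after overnight compound treatment at 37 deg C flags inhibition of Vif-driven A3F-eYFP loss in stable HeLa A3F-eYFP/Vif cells seeded overnight beforehand.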
# RGS4 inhibitor – Inhibitors of Regulator of G Protein Signaling (RGS) 4: qHTS | Regulator of G-protein signaling 4 (Homo sapiens), P49798 | Transcreener GDP fluorescence polarization, RGS4-accelerated GTP hydrolysis | Potency, µM (series often up to 114 µM), for the others: at the top dose activity change, negative = inhibition, hits mostly inhibitors | actives 0.039% (n = 390,000) | AID 504845, 2011; further: potency means the concentration at half of the fitted maximal effect; on the % scale 0 is the no-effect control and ±100 the full control effect; nearly all actives have a fitted effect of over 75% in size; some results filed as inactive show a strong effect at the top dose
# Target sequence (P49798 whole entry, looked up): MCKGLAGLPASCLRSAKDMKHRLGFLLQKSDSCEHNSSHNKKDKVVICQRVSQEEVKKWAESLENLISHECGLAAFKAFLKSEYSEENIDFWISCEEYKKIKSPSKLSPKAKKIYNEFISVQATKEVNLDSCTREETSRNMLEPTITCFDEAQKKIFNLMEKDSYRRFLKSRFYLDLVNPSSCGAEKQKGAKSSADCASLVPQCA
#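 MLSMR compounds (23 nl, pin-transferred) preincubated 10 min at room temperature with a 500nM (2x) first reagent, then RGS4 at 900nM (2x) plus Transcreener GDP mix added; fluorescence polarization (620/688 nm) read before and after 90 min at 30 °C.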
# Active calls of the source: *; ? = inconclusive; nt = not tested or not shown; & = joins results of further samples; [ ] = dose if it differs, or a comment. Unless noted, the call rests on the fitted dose curve; in most records, active means well fitted curve in the direction sought with a large enough effect; inconclusive means small, poorly fitted or top-dose-only effect, or another doubt; inactive means no such curve, though single readings can be large; an effect the other way counts as inactive or inconclusive. A portion of the library (hit frequency here may not be typical).
# Value order – D2 antag	ERG-DNA inh	GRP78 ERSR act	D2 ag	LDHA block	ALOX12 inh	Vif-APOBEC3G blk	Vif-APOBEC3F blk	RGS4 inhibitor
- COc1cccc(C(=O)OCn2nnc3ccccc3c2=O)c1
    -14	nt	-6%	3.3	5	-16%	0%	-1%	-18%
- Cc1cccnc1NC(=O)c1sc2ccccc2c1Cl
    -5	3%	-4%	0.8	-4	9%	0%	1%	17%
- COc1cccc(NC(=O)Nc2cc(C)on2)c1
    22	-5%	4%	0.8	1	12%	1%	-13%	-25%
- COc1ccc(OC)c(S(=O)(=O)n2nc(C)cc2C)c1
    6	5%	-4%	2.7	4	?	-1%	1%	-2%
- O=C(CCCCCn1c(=O)[nH]c2ccccc2c1=O)NCCc1c[nH]c2ccccc12
    39*	-3%	1%	0.4	0	0%	0%	-1%	-15%
- Cc1nc2ccccc2c(=O)n1NC(=O)Cc1ccc(Br)cc1
    -19	-5%	0%	0.1	-4	0%	-3%	-1%	-1%
- CN(C(=O)CSCC(=O)Nc1ccc(Cl)cc1)C1CCCCC1
    nt	-3%	-1%	nt	-4	0%	-3%	1%	-3%
- O=C(OCc1cccc(C(F)(F)F)c1)c1ccc[nH]c1=O
    -3	-3%	-1%	-0.5	-12	?	2%	-23%	-2%
- Cc1ccc(C(=O)CSc2ncnc3ccccc23)o1
    8	6%	-3%	2.2	0	-19%	-9%	7%	-33%
- Cc1ccc(CNC(=O)c2cc(-c3ccc(C)c(C)c3)nc3ccccc23)cc1
    nt	-4%	-1%	0.9	1	-18%	-3%	-17%	4%
- CCN(CC)S(=O)(=O)c1ccc(OC)c(NC(=S)Nc2cccc(C)c2C)c1
    5	-1%	-3%	0.0	-6	?	4%	1%	?
- Cn1nnnc1SCC(=O)Nc1ccc(C(=O)N2CCN(Cc3ccccc3F)CC2)cc1
    20	108%[activator]	-1%	0.0	-3	2%	-2%	3%	-14%
- COc1ccc(CNC(=O)[C@H](C)NC(=O)C2CC(=O)N(c3ccc4c(c3)OCO4)C2)cc1 (some centres not stated)
    -5	-6%	-2%	-0.1	2	2%	-4%	2%	-22%
- COc1ccc(CCNCC(=O)Nc2ccc(C(=O)N3CCCCC3)cc2)cc1
    -13	20%	-6%	-2.7	-11	-26%	1%	-17%	-11%
- COCCCNC(=O)c1nn(-c2ccc(C)cc2)c(=O)n(C)c1=O
    nt	1%	-2%	0.2	-1	-20%	-1%	-1%	-7%
- CNc1nc2[nH]c(=O)c3c(c2s1)OC(N)=C(C#N)C3c1cccc(F)c1 (configuration not stated)
    8	5%	-1%	6.3	18	-19%	-1%	5%	-4%
- NC(=O)c1ccc[n+](CC(=O)NCc2ccc(Cl)cc2)c1
    nt	-13%	-7%	nt	-1	-11%	1%	6%	-23%
- Cc1cccc(-c2nsc(SCC(=O)NCC3CCCO3)n2)c1 (configuration not stated)
    -10	2%	4%	-2.9	1	-25%	-5%	-17%	?
- CCC(CO)Oc1cc(NCc2cccc(C)c2)c2ncn(C(C)C)c2c1 (configuration not stated)
    nt	18%	-5%	nt	19	0%	-7%	-10%	-47%
- COC(=O)NCC(c1ccco1)N1CCN(c2ccc(F)cc2)CC1 (configuration not stated)
    15	14%	-1%	1.0	-5	?	0%	0%	-4%
- CC(=O)c1cc(-c2ccccc2)n(CC(=O)Nc2ccc(C)cc2C)c1C
    nt	-1%	0%	0.1	?	?	-1%	-5%	-11%
- Cc1ccc2cccc(OCC(=O)N3CCc4ccccc43)c2n1
    -8	1%	1%	-0.4	-6	1%	-4%	3%	-6%
- CC(=O)N/C(=C\c1ccccc1)C(=O)OCc1ccc(F)cc1
    23	4%	-4%	0.4	-2	0%	4%	-5%	5%
- CC(=O)N1C(=O)CC(C)N(C(C)=O)c2ccc([N+](=O)[O-])cc21 (configuration not stated)
    2	-5%	-3%	0.5	-6	-22%	2%	-11%	-21%
- Cc1ccc(CSCCNC(=O)C2CCN(S(=O)(=O)Cc3ccccc3)CC2)cc1
    nt	-4%	-4%	-1.7	-15	-2%	1%	3%	23%
- COc1ccc2nc(NC(=O)CSc3nnc(C)s3)sc2c1
    nt	-1%	2%	nt	-9	3%	1%	-7%	41%
- Cc1nn(C)c2c1c(C(F)(F)F)cc(=O)n2C(C)C(=O)NCc1ccc(Cl)cc1 (configuration not stated)
    nt	-3%	-2%	0.6	0	0%	1%	0%	-18%
- C=CCc1cc(S(=O)(=O)c2ccc(O)c(CC=C)c2)ccc1O
    9	1%	1%	-0.4	0	?	0%	5%	-16%
- CCNC(=O)CSc1nnc(-c2cccs2)o1
    4	9%	-1%	-0.1	-4	-1%	-7%	-20%	-22%
- Cc1ccc2ncccc2c1[N+](=O)[O-]
    14	1%	-4%	-0.5	2	0%	-6%	-8%	3%
- COC(=O)C/C=C/N(Cc1ccccc1OC)S(=O)(=O)CCl
    nt	-15%	-2%	nt	-2	7%	-1%	4%	3%
- CON(C)c1nc(Oc2ccc(=O)[nH]n2)nc(N(C)C)n1
    -9	1%	-2%	0.1	-4	-4%	-4%	-6%	-4%
- COc1ccc(F)cc1CN1CCN(CC(=O)Nc2ccccc2C(=O)NC2CC2)CC1
    1	4%	-5%	0.2	-1	6%	1%	3%	7%
- Cc1onc(-c2ccccc2Cl)c1C(=O)OCC(=O)Nc1ccc2c(c1)OCO2
    nt	-4%	-3%	nt	1	-19%	1%	-3%	28%
- Cc1c(NC(=O)c2cccc(NC(=O)COc3ccc(C#N)cc3)c2)c(=O)n(-c2ccccc2)n1C
    -5	2%	2%	-0.3	2	13%	-2%	4%	-4%
- O=C(N=C1c2ccccc2CN1c1cccc(Cl)c1)c1cccnc1
    18	-7%	3%	-0.5	4	?	-8%	-21%	-16%
- CCN(CC)S(=O)(=O)c1ccc(N2CCOCC2)c(NC(=O)c2sccc2C)c1
    nt	-4%	-3%	nt	-1	-11%	3%	1%	-32%
- COc1cc([N+](=O)[O-])ccc1NC(=O)CC1SC(=Nc2ccc(F)cc2)N(CCC2=CCCCC2)C1=O (configuration not stated)
    -5	2%	0%	0.7	1	-12%	-6%	6%	-40%
- CC(C)NC(NC(=O)Cc1ccccc1)C(Cl)(Cl)Cl (configuration not stated)
    1	-3%	1%	0.6	-4	-6%	-6%	nt	24%
- C[C@@H]1CN([C@H](C)CO)C(=O)CCCn2nncc2CO[C@H]1CN(C)Cc1ccccc1C(F)(F)F
    nt	nt	1%	nt	0	?	-1%	2%	nt
- N#Cc1c(SCC(=O)Nc2nc3ccccc3s2)sc2c(O)cc(=O)[nH]c12
    -12	12%	1%	-0.4	-3	?	-1%	-3%	?
- Cc1ccc2nc(-c3ccc(F)cc3)c(Cc3ccccn3)n2c1
    nt	nt	-6%	nt	-2	0%	-6%	nt	nt
- O=C1C=C(c2ccc(Cl)c(C(F)(F)F)c2)C[C@@H](c2ccc(Cl)cc2)C1
    -9	-9%	-2%	-0.2	3	0%	4%	2%	3%
- Cc1ccc(S(=O)(=O)NC(C)(C)CSc2ncccn2)cc1
    12	-11%	-1%	-0.7	-2	5%	5%	5%	20%
- CCCOc1ccc(C(=O)NCCN2CCOCC2)cc1
    -10	14%	-4%	0.2	-6	?	0%	-18%	5%
- COC(=O)C1=C(C(=O)OC)[C@@H]2N(C)c3ccccc3[C@@]23C[C@@H](CO)N(C(=O)NCCBr)C3=N1
    -8	-1%	-2%	0.1	-12	-6%	1%	8%	-5%
- CCc1cccc(CC)c1NC(=O)C1CCN(C(=O)c2ccco2)CC1
    -1	14%	-4%	0.6	-6	?	3%	-1%	-10%
- CC1CCCN(S(=O)(=O)c2ccc(NC(=O)CN3CCCCC3)cc2)C1 (configuration not stated)
    -5	12%	-3%	-0.2	-9	-1%	1%	3%	27%
- Cc1cccc(-c2nc3ccc(C(=O)NCCN4CCN(C)CC4)cc3nc2-c2cccc(C)c2)c1
    -2	1%	-7%	-0.3	-1	?	?	9%	-34%
- COc1cc(CN(C)Cc2cc(=O)n3ccsc3n2)ccc1OC(F)F
    -4	7%	0%	1.0	-6	?	-1%	1%	-4%
- Oc1ccc(-c2nc3ncccn3c2Nc2ccc3c(c2)OCCO3)cc1
    -3	-1%	2%	-1.8	4	-2%	-13%	4%	33%
- COc1cccc(-c2cc(=O)c3cc(NC(=O)c4ccc(N(C)C)cc4)ccc3[nH]2)c1
    3	5%	-4%&-2%	-1.9	-4	nt	?	?	10%

# Assay outcomes: PubChem BioAssay, National Center for Advancing Translational Sciences (NCATS)
